TRPC6 inhibitor: mouse TRPC6 channel inhibitors, primary screen, cell-based, HEK293, membrane potential dye; AID 2553, 2010; 310,000 compounds, 1.1% hits; Short transient receptor potential channel 6 (Mus musculus), Q61143; B-score at 10 µM; ACh-evoked depolarization; stronger effect = lower value;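 active = B-score under library mean minus 3 SD, initial fluorescence not abnormally high, positive integrated signal ratio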;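 note: B-score derived from integrated fluorescence ratio over the kinetic read; more negative B-score means stronger inhibition of depolarization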
SKKanGAS inh: S. pyogenes SKKanGAS growth inhibitors in kanamycin, primary screen, streptokinase expression inhibitor project, SKKanGAS strain, BacTiter-Glo luminescence; 6 h; inhibition, % at 7.5 µM; 300,000 compounds, 1.3% hits; AID 1662, 2009;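 active = mean replicate score, as percent of positive control median, at least 50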;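 note: strain carries kanamycin resistance gene driven by streptokinase promoter and grows in 40 µg/ml kanamycin; loss of luminescence reflects streptokinase promoter inhibition or plain growth inhibition; 0% = median of DMSO wells and 100% = positive control at its reference dose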
TRPC4 block: inhibitors of mouse TRPC4 channel, primary screen, Fluo4 calcium, HEK293 TRPC4beta/mu-opioid cells; DAMGO-evoked Fluo4 calcium flux; stronger effect = lower value; B-score at 10 µM; 300,000 compounds, 0.39% hits; AID 2247, 2010;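 active = B-score over 3 SD under the library average, no early fluorescence shift, positive overall ratio signal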
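System: stable TRPC4beta/mu-opioid receptor HEK293 cells; Dosing: single-point compound dosing; Measured by: Fluo4 Ca2+ flux fluorescence; Read-out basis: per-well B score of integrated baseline-normalized Fluo4 ratio.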
TRPC4 agonist: activators of mouse TRPC4 channel, primary screen, Fluo4 calcium, HEK293 TRPC4beta/mu-opioid cells; 310,000 compounds, 0.49% hits; B-score at 10 µM; Short transient receptor potential channel 4 (Mus musculus), Q9QUQ5; AID 2237, 2010; Fluo4 calcium fluorescence; stronger effect = higher value;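 active = B-score above 5 SD of library B-scores, and initial fluorescence ratio not above library mean plus 5 SD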;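 note: positive B-score marks a calcium rise read as TRPC4 activation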
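Material: HEK293 stable line with TRPC4beta plus mu-opioid receptor; technique: Fluo4 calcium-sensitive dye fluorescence, kinetic, 1 Hz baseline; timing: Fluo4 dye loading 45 min at room temperature, 110 s recording; controls: assay buffer as low control, maximal DAMGO as high control; read-out: integrated baseline-normalised fluorescence ratio, converted to per-well B score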
KLF5 inhibitor: KLF5 expression inhibitors, primary screen, DLD-1 cells, luminescence | DLD-1 KLF5 promoter-luciferase reporter | inhibition, % at 5 µM | 290,000 compounds, 0.23% hits | AID 1700, 2009;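 active = inhibition above a per-plate limit of that plate's mean compound inhibition plus 3 SD, cut at about 60% in these data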;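 note: 0% = DMSO wells and 100% = LY294002 at 200 µM; higher means less KLF5 promoter-driven luciferase light; inactives centre near -14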
TRPC6 activator: mouse TRPC6 channel activators, primary screen, cell-based, HEK293, membrane potential dye. HEK293-TRPC6 membrane potential dye fluorescence; stronger effect = higher value. B-score at 10 µM. 310,000 compounds, 0.13% hits. AID 2550, 2010;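 active = B-score of the integrated fluorescence ratio above library mean plus 3 SD, and starting fluorescence ratio within library mean plus 5 SD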;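 note: higher score means more depolarization so channel activation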
HIF act: HIF pathway transcriptional activators, primary screen, cell-based, U2OS HRE-luciferase, luminescence | activation, % at 7.5 µM (by protocol) | 300,000 compounds, 0.32% hits | U2OS HRE-luciferase reporter; normalized: DMSO 0%, desferrioxamine 100%;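 active = mean activation of at least 10% of the iron chelator positive control signal, with at least half of replicates also reaching 10%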
aSyn 5UTR inh: MLPCN primary screen, SNCA 5' untranslated region; inhibition, % (tested at 7.5 µM); alpha-synuclein 5'UTR reporter, inhibitor activity; AID 1813, 2009; 300,000 compounds, 0.82% hits; in the data active = inhibition above about 60%;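 note: H4 neuroglioblastoma cells stably carrying SNCA 5'UTR luciferase fusion; 0% = DMSO wells and 100% = positive control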
MrgX1 antagonist: antagonists of human MrgX1 receptor, primary screen, HEK293 cells, Fluo-4 calcium flux. AID 588676, 2011. B-score at 10 µM. Mas-related G-protein coupled receptor member X1 (Homo sapiens), Q96LB2. BAM8-22 antagonism; stronger effect = lower value. 310,000 compounds, 1.3% hits;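 active = calcium-response B-score plate-corrected more than 3 library SD below zero, starting fluorescence within 5 deviations, no agonist response on first addition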;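 note: peak minus trough fluorescence over baseline after final BAM8-22 challenge near maximal dose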
Target sequence (Q96LB2 whole entry, looked up): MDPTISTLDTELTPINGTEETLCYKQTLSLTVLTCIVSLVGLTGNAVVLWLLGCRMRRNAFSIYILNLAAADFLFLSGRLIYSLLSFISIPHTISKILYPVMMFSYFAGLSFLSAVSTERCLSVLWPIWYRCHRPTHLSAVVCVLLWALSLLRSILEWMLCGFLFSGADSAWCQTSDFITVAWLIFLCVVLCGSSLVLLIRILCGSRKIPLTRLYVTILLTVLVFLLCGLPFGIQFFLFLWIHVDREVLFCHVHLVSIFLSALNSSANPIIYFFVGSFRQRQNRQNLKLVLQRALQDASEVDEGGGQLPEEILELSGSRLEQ
IEC-6 cytotox: cytotoxicity in IEC-6 intestinal epithelial cells, primary screen, cytotoxicity control for KLF5 inhibitor project, cell-based, luminescence | IEC-6 cytotoxicity, luminescence viability | inhibition, % at 5 µM | AID 1825, 2009 | 290,000 compounds, 0.78% hits; in the data active = inhibition above about 22%;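 note: 0% = plate median of test compound wells and 100% = cytotoxic reference compound wells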
TRPC4 PAM: positive allosteric modulators of TRPC4, primary screen, cell-based, mouse TRPC4beta, HEK293 mu-opioid, Fluo-4 calcium; DAMGO EC20, Fluo-4 Ca2+ flux; stronger effect = higher value; 310,000 compounds, 0.42% hits; AID 2227, 2009; B-score at 10 µM; Short transient receptor potential channel 4 (Mus musculus), Q9QUQ5;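 active = B-score of calcium response area above 5 SD of library B-scores, with initial fluorescence ratio within 5 SD of library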;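 note: B-score of integrated fluorescence ratio over time as area under calcium response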
Active calls of the source: *; i = inactive; / = no result given.

SMILES | TRPC6 inhibitor | SKKanGAS inh | TRPC4 block | TRPC4 agonist | KLF5 inhibitor | TRPC6 activator | HIF act | aSyn 5UTR inh | MrgX1 antagonist | IEC-6 cytotox | TRPC4 PAM
CC(=O)c1ccc(NC(=O)CSc2nc(N)c3cc4c(nc3n2)CCCC4)cc1 | i | 9 | i | i | -41 | i | 5.1 | -79 | i | -9 | i
NC(=O)c1ccc(-n2nnnc2Oc2ccccc2)cc1 | i | -1 | i | i | -23 | i | -0.2 | -58 | i | 2 | i
COc1cc2nc(CSc3ncn[nH]3)[nH]c(=O)c2cc1OC | i | -7 | i | i | -37 | i | -0.5 | 10 | i | -7 | i
Cc1cc(C)c(NC(=O)C2CCN(c3cnccn3)CC2)c(C)c1 | i | -6 | i | i | -3 | i | -1.5 | -1 | -6.1* | -6 | i
C[C@@H](C(=O)NCc1c(F)cccc1Cl)N1C(=O)N2CCc3c([nH]c4ccccc34)[C@@]2(C)C1=O | i | -1 | i | i | 10 | i | -0.1 | 19 | i | -16 | i
COc1ccc(C(=O)NCCNC(=O)c2ccc(C)nc2)cc1 | i | 2 | i | i | -13 | i | 0.2 | -6 | i | 2 | i
O=C1[C@@H]2Cc3c([nH]c4ccccc34)C(c3ccccc3)N2C(=O)CN1C1CCN(Cc2ccccc2)CC1 (stereo partly drawn) | i | 6 | i | i | -7 | i | -0.6 | 13 | i | -1 | i
COC(=O)CCN(C(=O)c1ccc(OC(C)=O)cc1)c1ccccn1 | i | -1 | i | i | -8 | i | 1.1 | 2 | i | 2 | i
COc1cc([N+](=O)[O-])ccc1NC(=O)N1CCCCCC1 | i | -4 | i | i | -14 | i | -0.1 | -2 | i | -7 | i
CN1CCC(N(C)C(=O)COc2ccccc2-c2ccccc2)CC1 | i | -2 | i | i | -51 | i | -0.3 | 9 | i | 1 | i
COc1ccc(C(=O)Nc2ccccc2C(=O)N/N=C/c2ccccc2OC)cc1 | i | 11 | i | i | -11 | i | 1.4 | -124 | i | -1 | i
OC(COc1ccc(Br)cc1)CN1CCN(c2ccccc2)CC1 (stereo not drawn) | i | 3 | i | i | -29 | i | -0.3 | 16 | i | 6 | i
COc1cc(CNc2nc(C)c([N+](=O)[O-])c(C)c2C#N)cc(OC)c1 | i | 3 | i | i | -17 | i | -0.3 | 20 | i | 1 | i
COC(=O)c1ccccc1C(=O)N1CCOCCOCCOCC1 | i | 3 | i | i | -13 | i | 0.3 | -10 | i | -18 | i
Cc1ccc2c(c1)N(CC(=O)NCCCN1CCOCC1)C(=O)c1cccnc1O2 | i | -4 | i | i | -13 | i | 0.0 | 10 | i | -8 | i
Cc1ccc(NC(=O)/C(=C\c2ccc3c(c2)OCO3)NC(=O)c2ccco2)cc1 | i | -2 | i | i | 2 | i | 0.1 | -34 | i | -6 | i
O=C(O)CCC(=O)Nc1ccccc1Oc1ccccc1 | i | 7 | i | i | 12 | i | 0.1 | -5 | i | 6 | i
COc1ccc(-c2noc(CSc3nc4sc(C)c(C)c4c(=O)n3-c3ccccc3)n2)cc1 | i | 3 | i | i | 5 | i | 0.4 | 12 | i | 0 | i
Cn1c(=O)c2c(nc(Oc3cccc(O)c3)n2C)n(C)c1=O | i | 13 | i | i | -39 | i | -0.1 | -8 | i | 4 | i
O=C(C1CC1)N1N=C(C2CCCCC2)CC1(O)C(F)(F)F (stereo not drawn) | i | 12 | i | i | 8 | i | 0.0 | 19 | i | 2 | i
CC(C)c1ccccc1OCC(=O)N1CCCCCCC1 | i | 4 | i | i | -3 | i | -0.4 | 6 | i | 2 | i
Fc1ccccc1/C=N/NC(=S)Nc1ccc(Cl)cc1Cl | i | -2 | i | i | 6 | i | -0.7 | 47 | i | 3 | i
COc1cc(C2C3C(=O)N(c4ccc(F)cc4)C(=O)C3ON2c2ccccc2)ccc1O (stereo not drawn) | i | -1 | i | i | -21 | i | -3.1 | 9 | i | -2 | i
COCCCNC(=O)c1ccc(Cn2c(=O)c3ccccc3n(Cc3ccccc3C)c2=O)cc1 | i | -21 | i | i | 4 | i | -1.4 | 30 | i | -5 | i
COc1ccc(CCn2c(C)cc3c(c2=O)C(c2ccc4c(c2)OCO4)C(C#N)=C(N)O3)cc1OC (stereo not drawn) | i | 20 | i | i | -10 | i | -0.4 | 19 | i | -4 | i
Cc1c(NC(=O)C2CCCN2S(=O)(=O)c2ccccc2)c(=O)n(-c2ccccc2)n1C (stereo not drawn) | i | -1 | i | i | -8 | i | -0.5 | 0 | i | -3 | i
Cc1cc(-c2ccc(C(C)C)c(S(=O)(=O)NCCN3CCC(C)CC3)c2)on1 | i | -2 | i | i | -11 | i | -0.1 | 14 | i | 4 | i
O=C(Cn1nnc(-c2cccs2)n1)NCc1ccccc1 | i | 5 | i | i | -8 | i | 0.4 | -16 | i | -5 | i
O=C(CN1C(=O)C2C3C=CC(C3)C2C1=O)NCCc1ccccc1Cl (stereo not drawn) | i | 3 | i | i | -15 | i | 0.1 | -1 | i | -2 | i
CCOCC(=O)Nc1c(C(=O)N2CCN(c3ncccn3)CC2)oc2ccccc12 | i | -5 | i | i | -46 | i | 0.5 | -25 | i | -11 | i
Cc1cc(C)cc(CSCC(=O)N/N=C/c2ccc(OCC(=O)NCc3ccco3)cc2)c1 | i | 4 | i | i | 17 | i | / | / | i | 4 | i
O=c1c(-c2n[nH]c(=S)o2)cccn1Cc1ccccc1 | i | 13 | i | i | -34 | i | -0.1 | -2 | i | 0 | i
COc1ccc(S(=O)(=O)N2CCN(C(=S)NC3CCCCC3)CC2)cc1 | i | -11 | i | i | -9 | i | -0.3 | -3 | i | -2 | i
O=C1CN(C(=O)CNC(=O)c2ccccc2Cl)c2ccccc2N1 | i | -6 | i | i | -7 | i | 1.0 | -1 | i | 4 | i
O=C(CO/N=C/c1ccccc1O)NNC(=O)c1ccccc1Cl | i | 3 | i | i | -13 | i | -0.2 | 8 | i | -1 | i
Cc1ccc(OCc2nnc(SC(C)C(=O)O)n2Cc2ccccc2)cc1 (stereo not drawn) | i | -5 | i | i | -26 | i | -0.3 | 8 | i | -5 | i
O=C(COC(=O)CCc1ccc(S(=O)(=O)N2CCOCC2)cc1)NC(=O)NC1CCCCC1 | i | -2 | i | i | -15 | i | -0.3 | 2 | i | 1 | i
Cc1ccc(C(=O)CCC(=O)Nc2ncccc2O)cc1 | i | -2 | i | i | / | i | 1.6 | -70 | i | / | i
O=C1c2ccccc2C(=O)N1CCCc1c[nH]c2ccc(Cl)cc12 | i | 10 | i | i | -2 | i | -0.1 | 23 | i | -7 | i
Cc1ccc2c(c1)[nH]c1c(=O)n(Cc3ccccn3)cnc12 | i | 12 | i | i | -34 | i | 0.8 | -46 | i | 1 | i
O=C(C[n+]1ccc(Cc2ccccc2)cc1)Nc1ccc([N+](=O)[O-])cc1Cl | -7.6* | 7 | i | i | -24 | i | 0.3 | -7 | i | -3 | i
Cc1nnc(SCc2cccc([N+](=O)[O-])c2)[nH]c1=O | i | 2 | i | i | -8 | i | 0.2 | 8 | i | -5 | i
O=C(O)c1ccc(NC(=O)c2ccc3c(c2)C(=O)N(c2ccccc2)C3=O)cc1 | i | -4 | i | i | -30 | i | -1.3 | -1 | i | -6 | i
O=C(Nc1cccc(-c2cscn2)c1)C1CCN(Cc2ccc(CO)o2)CC1 | i | -1 | i | i | 6 | i | 0.4 | 17 | i | 8 | i
CCc1ccccc1-n1c(SCC(=O)NC)nnc1-c1cccnc1 | i | 17 | i | i | 6 | i | 0.1 | 3 | i | 3 | i
O=C(C1CCN(S(=O)(=O)c2cccs2)CC1)N1CCCCCC1 | i | 2 | i | i | -23 | i | 0.3 | -31 | i | 3 | i
COc1ccc(OCC(=O)N2CCN(c3cccc(Cl)c3)CC2)cc1 | i | -6 | i | i | 7 | i | -1.1 | -3 | i | 4 | i
Cc1nc2ccccn2c1C(=O)NN=C1C2CC3CC(C2)CC1C3 | i | 3 | i | i | -52 | i | 0.1 | 15 | i | 6 | i
Cc1ccc(S(=O)(=O)Nc2nsc(N)n2)cc1 | i | 5 | i | i | -10 | i | -0.1 | 15 | i | 5 | i
O=[N+]([O-])c1ccc(CNc2ccc(Cl)cc2)s1 | i | 13 | i | i | -13 | i | 0.4 | -32 | i | -4 | i
COCc1cc(C)nc(OCC(=O)N/N=C/c2ccccc2O)c1C#N | i | -5 | i | i | -3 | i | 2.2 | 2 | i | -5 | i
CC1(C)CC(=O)C(C2c3ccccc3Oc3ccccc32)C(=O)C1 | i | 0 | i | i | -1 | i | 0.2 | -31 | i | 0 | i
CCCOc1ccc(C(=O)Nc2ccc(N3CCN(C(=O)c4ccco4)CC3)cc2)cc1 | i | 2 | i | i | -10 | i | -0.9 | -1 | i | -7 | i
COc1ccc(C(C(=O)NCc2ccccc2)N(Cc2ccco2)C(=O)c2snc(C(N)=O)c2N)cc1OC (stereo not drawn) | i | -4 | i | i | 21 | i | 0.1 | 7 | i | 5 | i
Cc1cc(C)c[n+](C[n+]2cc(C)cc(C)c2)c1 | i | 1 | i | i | 12 | i | 0.5 | 16 | i | -1 | i
CCC/C(O)=C1\C(=O)CC(C)(C)CC1=Nc1ccc(OC)cc1OC | i | 7 | i | i | 6 | i | 1.1 | 12 | i | 14 | i
CN(C)CCNC(=O)c1c(CSc2ccc(Cl)cc2)noc1C(=O)NCc1ccccc1 | i | 8 | / | i | / | i | 0.2 | -14 | i | / | i

Screens: PubChem BioAssay, several laboratories

Hits appear at their usual frequency; any-hit rate near 5.8%.
